Screens from PubChem BioAssay.
MazF activator: activators of E. coli MazEF toxin-antitoxin RNase, primary screen, biochemical, fluorescence, uHTS; Endoribonuclease toxin MazF (Escherichia coli (strain K12)), P0AE70; FAM/BHQ RNA-DNA oligo cleavage fluorescence, 5 h; activation, % at 20 µM; 350,000 compounds, 0.32% hits; in the data active = activation above about 50%
Target sequence (P0AE70 whole entry, looked up): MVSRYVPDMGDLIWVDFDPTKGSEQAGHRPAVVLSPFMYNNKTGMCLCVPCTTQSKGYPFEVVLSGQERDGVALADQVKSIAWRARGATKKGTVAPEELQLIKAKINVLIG
TcdB inh: TcdB glycohydrolase inhibitors, primary screen, biochemical, single point, plate reader. 350,000 compounds, 0.24% hits. Toxin B (Clostridioides difficile), P18177. AID 652162, 2013. TcdB glycohydrolase enzymatic assay. inhibition, % at 9.99 µM; in the data active = inhibition above about 10%
SSB-PriA inh: inhibitors of Klebsiella pneumoniae PriA binding to SSB C-terminal tail, primary screen, biochemical, AlphaScreen | PriA–SSB C-terminal tail interaction (Klebsiella pneumoniae) | AlphaScreen SSBct-PriA binding, biotinylated peptide | inhibition, % at 33 µM | 430,000 compounds, 0.6% hits; in the data active = inhibition mostly above about 37%, no sharp cut-off; inactive = mostly below about 20%;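 also: plate controls were negative control peptide for no effect and reference peptide for full effect; strong numbers were not always called active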
Y pestis TopoI: Yersinia pestis topoisomerase I inhibitors, primary screen, biochemical, cleavage product accumulation, plate reader, single point; DNA topoisomerase I (Yersinia pestis CO92); Y. pestis Topo-I cleavage product accumulation; activity, % at 10 µM; 360,000 compounds, 0.064% hits; AID 504884, 2011; in the data active = activity above about 50%, passing the limit was not always enough; also: inactives centre near 2
Rv3671c protease: Rv3671c serine protease inhibitors, primary screen, biochemical, fluorescence polarization, M. tuberculosis H37Rv | P9WHR9 | inhibition, % at 5.96 µM | 320,000 compounds, 0.048% hits | AID 2606, 2010; in the data active = inhibition above about 38%;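 also: extracellular domain of Rv3671c used as enzyme; 0% = enzyme with DMSO and 100% = no enzyme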
Target sequence (P9WHR9 whole entry, looked up, the tested form may be a part): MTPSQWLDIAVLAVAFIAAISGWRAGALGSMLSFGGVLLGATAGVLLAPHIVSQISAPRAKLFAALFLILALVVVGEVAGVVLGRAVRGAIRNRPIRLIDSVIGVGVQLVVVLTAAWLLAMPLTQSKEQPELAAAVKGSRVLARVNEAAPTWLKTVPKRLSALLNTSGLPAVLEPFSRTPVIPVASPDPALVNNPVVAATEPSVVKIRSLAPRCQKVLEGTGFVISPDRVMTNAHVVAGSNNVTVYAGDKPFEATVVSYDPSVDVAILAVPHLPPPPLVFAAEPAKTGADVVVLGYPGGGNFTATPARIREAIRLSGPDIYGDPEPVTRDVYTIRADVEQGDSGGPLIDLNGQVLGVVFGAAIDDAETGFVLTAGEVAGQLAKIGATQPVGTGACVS
SARS 3CLpro inh: SARS-CoV 3CLpro protease inhibitors, primary screen, biochemical, quenched FRET. recombinant SARS-CoV 3CLpro, quenched FRET peptide cleavage. Replicase polyprotein 1ab (Severe acute respiratory syndrome coronavirus), P0C6X7. inhibition, % at 6 µM. 290,000 compounds, 0.14% hits; in the data active = inhibition above about 12%
CCHF vOTU inh: CCHFV vOTU protease inhibitors, primary screen, biochemical, Pep-AMC substrate, fluorescence | AID 651958, 2012 | 370,000 compounds, 0.55% hits | inhibition, % at 11.5 µM; in the data active = inhibition above about 30%; also: 0% = vehicle wells with enzyme and 100% = no enzyme wells
VHR inh abs: VHR1 phosphatase inhibitors, primary screen, biochemical, absorbance, uHTS. 290,000 compounds, 0.52% hits. Dual specificity protein phosphatase 3 (Homo sapiens), P51452. inhibition, % at 13.3 µM. recombinant VHR phosphatase, pNPP absorbance; in the data active = inhibition above about 50%; also: some compounds called inactive have numbers as strong as hits
Target sequence (P51452 whole entry, looked up): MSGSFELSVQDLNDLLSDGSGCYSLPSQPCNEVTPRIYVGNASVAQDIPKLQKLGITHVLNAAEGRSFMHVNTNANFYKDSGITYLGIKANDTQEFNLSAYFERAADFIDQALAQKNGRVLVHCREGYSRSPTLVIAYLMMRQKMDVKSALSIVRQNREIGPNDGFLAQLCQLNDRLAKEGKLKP
PrPC surface inh: inhibitors of human cell surface prion protein PrPC, primary screen, cell-based, TR-FRET | Major prion protein (Homo sapiens), P04156 | TR-FRET read-out | inhibition, % at 13.8 µM | 370,000 compounds, 0.43% hits; in the data active = inhibition above about 24%; also: 0% = median of the test wells and 100% = reference compound wells
BH1578 lux ind: inducers of Vibrio cholerae quorum light production without autoinducers, primary screen, BH1578 luxS cqsA deficient, single point. V. cholerae BH1578 lux reporter, luminescence, 6 h. activation, % at 18.7 µM. 350,000 compounds, 0.16% hits; in the data active = activation mostly above about 9.7%, no sharp cut-off; also: not every result past the cut was called active; inactives centre near 0; reference of the scale not given here
* = called active by the depositor; i = inactive; . = no result given; & = joins results of further samples. The list is partial (hit frequency here may not be typical).

SMILES	MazF activator	TcdB inh	SSB-PriA inh	Y pestis TopoI	Rv3671c protease	SARS 3CLpro inh	CCHF vOTU inh	VHR inh abs	PrPC surface inh	BH1578 lux ind
Cc1cccc(C)c1Nc1nc2ccccc2o1	3	-0.4	-3	4	-1	5	-2	28	-1	i
O=C(COc1ccc(S(=O)(=O)NCCc2ccccc2)cc1)N1CCCC1	1	1.5	-12	7	2	-8	4	18	1	-6.2
CC(=O)Nc1ccc(S(=O)(=O)N2CCN(S(=O)(=O)c3ccccc3)CC2)cc1	-1	1.0	-6&13	-1	-43	-1	-3	16	-3	1.0
Cc1ccc2c(c1)N(CC(=O)N1CCCCC1)C(=O)CO2	3	0.5	-8	7	-5	0	-3	2	-1	-1.8
Cc1onc(C(=O)N2CCN(c3ccccc3)CC2)c1[N+](=O)[O-]	5	0.1	-3	-12	-2	2	-4	-42	-5	2.7
Cc1ccc(CC(=O)Nc2ccc(C(=O)N3CCOCC3)cc2)cc1	0	1.4	-12	1	-2	-2	-8	4	-1	-7.7
Cc1cc(C(=O)N2CCCC(C(=O)c3cccc(C(F)(F)F)c3)C2)n[nH]1 (configuration not stated)	0	2.4	-11	-2	-10	-2	0	24	-3	-0.5
COc1ccccc1NS(=O)(=O)c1ccc(/C=C/C(=O)O)cc1	-8	0.1	-11	3	1	5	-7	15	-2	-0.2
CCCCCCC1CC(=O)NC(=O)N1 (configuration not stated)	1	1.5	-7	7	-1	1	4	16	-5	-0.5
O=C(c1n[nH]c2ccccc12)N1CCN(c2ccc(F)cc2)CC1	0	1.5	-6	-3	4	1	9	9	-3	i
C[C@H](NC(=O)c1cc2cc(Cl)ccc2n1C)C(=O)N[C@@H](Cc1ccccc1)C(=O)O	2	2.3	-9	0	-3	5	-6	-9	2	10
C=C1CCN([C@@H](Cc2ccccc2)C(=O)NCc2ccc(Cl)cc2)S(=O)(=O)c2ccccc21	0	-1.2	-1	32	-14	.	11	.	8	i
CC(C)Oc1ccc(C(=O)Nc2ccc(N3CCCC3)cc2)cc1	14	2.0	46	3	4	0	.	29	.	-1.5
Cc1nc(Sc2ccccc2)c(C#N)cc1-c1ccccc1	-10	.	-48	-4	-3	-5	.	14	.	-0.3
C/C(=N\NC(=S)NCCc1ccccc1)c1ccc(C#N)cc1	11	.	.	7	4	-3	0	31	2	-0.3
O=C(c1nsc(Cl)c1Cl)N1CCCCC1	6	.	-16	6	4	8	6	-10	2	-0.2
COc1ccc(-c2ccc(OC)cc2)cc1	-3	.	-13	4	-6	3	3	-27	5	.
CN(CCOc1ccccc1)C(=O)c1ccc(N2CCCC2)c([N+](=O)[O-])c1	-7	1.3	15	34	12	2	4	1	-13	-0.1
S=C1NC2(CCCCC2)N=C1c1ccccc1	0	.	-2	-2	-10	-2	-7	-5	3	i
CC1CCCN(C(=O)C2CCN(C(=O)Nc3ccccc3)CC2)C1 (configuration not stated)	1	1.8	-14	4	5	.	3	.	2	i
CC(C)(C)OC(=O)COc1cc(O)c2c(=O)cc(-c3ccccc3)oc2c1	-3	1.9	-14	-2	-7	6	-13	5	-6	-0.3
CCOc1ccc(N(CC(=O)NCCc2ccc(F)cc2)S(=O)(=O)c2ccccc2)cc1	3	1.7	-9	12	-2	2	6	1	1	i
NC(=O)NNc1ncc(C(F)(F)F)cc1Cl	5	1.1	-4	1	-8	-3	-5	11	-3	2.7
O=C(CSc1nc2c(c(=O)n1-c1ccc(F)cc1)SCC2)N1CCCC1	-7	.	5	4	3	4	.	1	.	-2.0
COc1ccc(CC(=O)NNS(=O)(=O)c2ccc([N+](=O)[O-])cc2)cc1OC	-4	-0.3	-7	9	8	2	8	29	18	-1.2

Fetched by compound from above:
SMILES	MazF activator	TcdB inh	SSB-PriA inh	Y pestis TopoI	Rv3671c protease	SARS 3CLpro inh	CCHF vOTU inh	VHR inh abs	PrPC surface inh	BH1578 lux ind
C/C(=N\NC(=S)NCCc1ccccc1)c1ccc(C#N)cc1	11	.	.	7	4	-3	0	31	2	-0.3
Cc1cccc(C)c1Nc1nc2ccccc2o1	3	-0.4	-3	4	-1	5	-2	28	-1	i

Structures from the list above that contain two or more sulfur atoms:
SMILES	MazF activator	TcdB inh	SSB-PriA inh	Y pestis TopoI	Rv3671c protease	SARS 3CLpro inh	CCHF vOTU inh	VHR inh abs	PrPC surface inh	BH1578 lux ind
CC(=O)Nc1ccc(S(=O)(=O)N2CCN(S(=O)(=O)c3ccccc3)CC2)cc1	-1	1.0	-6&13	-1	-43	-1	-3	16	-3	1.0
O=C(CSc1nc2c(c(=O)n1-c1ccc(F)cc1)SCC2)N1CCCC1	-7	.	5	4	3	4	.	1	.	-2.0

More results.
SMILES	MazF activator	TcdB inh	SSB-PriA inh	Y pestis TopoI	Rv3671c protease	SARS 3CLpro inh	CCHF vOTU inh	VHR inh abs	PrPC surface inh	BH1578 lux ind
CC(=O)c1c(C)oc2ccc(N(C(C)=O)S(=O)(=O)c3ccc(F)cc3C)cc12	1	2.4	-5	1	3	-2	-5	5	-6	-1.0
O=C(c1ccc2c(c1)OCO2)N1CCN(S(=O)(=O)c2ccc(Cl)cc2)CC1	0	0.5	-2	-2	-10	0	-7	11	9	i
O=C1NC(=O)C(CCc2ccccn2)(Cc2ccc3c(c2)OCO3)C(=O)N1CCc1ccccc1 (configuration not stated)	-1	1.1	15	41	-1	0	5	7	-3	1.2
COc1ccccc1CC(=O)Nc1ccc(C(=O)N2CCCCC2)cc1	6	1.3	-2	12	7	-5	18	14	2	1.9
C=CCN(CC=C)CCOc1ccccc1[N+](=O)[O-]	-4	0.2	-5	1	9	-1	9	10	-5	i
CCc1[nH]nc(C(=O)N2CCCC(Nc3cccc(F)c3)C2)c1C (configuration not stated)	0	1.4	-13	21	-1	8	10	-2	-6	-0.7
O=C(CCCN1C(=O)/C(=C\c2cccs2)SC1=S)Nc1cccc(C(=O)O)c1	-4	0.3	2	-6	2	0	-18	23	-2	-0.4
COc1ccccc1N1CC(C(=O)NCCC2=CCCCC2)CC1=O (configuration not stated)	2	0.3	-9	12	1	.	3	.	-9	-1.2
COc1cccc(CNC(=O)c2cc3ccccn3n2)c1	-1	-0.4	-6	5	-5	3	1	46	-4	-0.1
O=C(Nc1c2ccccc2nc2ccccc12)C(Cl)(Cl)Cl	5	.	-19	-18	-13	-3	.	23	.	-0.6
CC1Cc2ccccc2N1C(=O)CSc1nnnn1C (configuration not stated)	-15	.	0	-14	2	0	7	-23	2	i
O=S(=O)(/C=C/c1ccccc1)N1CCc2ccccc2C1	3	0.9	-6	8	-5	-3	8	7	-2	i
CC(C(=O)NCc1ccco1)c1ccc([N+](=O)[O-])cc1 (configuration not stated)	-2	2.3	-3	3	-1	4	-17	11	-6	-0.2
Cn1c(=O)cc(SCC(=O)NCc2cccnc2)c2ccccc21	-5	.	-2	-3	5	3	-7	4	3	i
CCOC(=O)C1CCN(C(=O)/C=C/c2ccc3c(c2)OCO3)CC1	6	0.3	-23	0	-3	4	5	-7	4	0.9
CCCC(CCC)=NNC(=O)CN(Cc1ccccc1)S(=O)(=O)c1ccccc1	-3	.	8	4	6	4	-4	21	-3	-0.3
CCN(CC)CCNC(=O)c1cn(CC)c2ccc(S(=O)(=O)N(C)C)cc2c1=O	0	-0.7	-7	2	3	-2	6	-6	-5	i
COCCN(C(=O)COC(=O)/C=C/c1ccc2ccccc2n1)c1c(N)n(Cc2ccccc2)c(=O)[nH]c1=O	0	1.5	-13	18	-8	3	-5	8	-17	-0.4
O=C(O)CCC(=O)N1CCc2cc(S(=O)(=O)NCCc3ccc(Cl)cc3)ccc21	-8	.	-4	10	2	2	.	2	.	i
Cc1noc(C)c1S(=O)(=O)Nc1ccc2c(c1)C(=O)N([C@@H](C)CO)C[C@H](C)[C@@H](CN(C)Cc1ccc(C(F)(F)F)cc1)OCCCC[C@H](C)O2	-1	1.3&-0.7	.	40	.	.	21	.	-4	i
CC(=O)NS(=O)(=O)c1ccc(N=NN2CCCCC2)cc1	7	0.6	-18	0	-4	3	5	-8	4	-0.7

Some of the entries so far, with values under each structure.
Results follow in this order: MazF activator, TcdB inh, SSB-PriA inh, Y pestis TopoI, Rv3671c protease, SARS 3CLpro inh, CCHF vOTU inh, VHR inh abs, PrPC surface inh, BH1578 lux ind
> CC(=O)c1c(C)oc2ccc(N(C(C)=O)S(=O)(=O)c3ccc(F)cc3C)cc12
→ 1, 2.4, -5, 1, 3, -2, -5, 5, -6, -1.0
> O=C(c1ccc2c(c1)OCO2)N1CCN(S(=O)(=O)c2ccc(Cl)cc2)CC1
→ 0, 0.5, -2, -2, -10, 0, -7, 11, 9, i
> O=C1NC(=O)C(CCc2ccccn2)(Cc2ccc3c(c2)OCO3)C(=O)N1CCc1ccccc1 (configuration not stated)
→ -1, 1.1, 15, 41, -1, 0, 5, 7, -3, 1.2
> COc1ccccc1CC(=O)Nc1ccc(C(=O)N2CCCCC2)cc1
→ 6, 1.3, -2, 12, 7, -5, 18, 14, 2, 1.9
> C=CCN(CC=C)CCOc1ccccc1[N+](=O)[O-]
→ -4, 0.2, -5, 1, 9, -1, 9, 10, -5, i
